PAX8 inh HTS – PAX8 transcriptional activity inhibition; RMG-I TPO-luciferase reporter, SteadyGlo, 24 h; inhibition, % at 12.6 µM; 1.2% of 360,000 active; AID 652154;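 active = mean replicate inhibition at least 60% with every replicate also reaching 60%; inconclusive = only one of the two criteria is met; inactive = mean below 60% and not all replicates reaching 60%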;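 also: luciferase light reporting Pax8 driven TPO promoter activity; plate controls were median of neutral control wells for no effect and mitoxantrone controls for full effect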
PglD DTNB – blocks C. jejuni PglD acetyltransferase activity | inhibition, % at 12.5 µM | purified PglD enzyme, DTNB colorimetric CoA detection | 0.098% of 360,000 active; in the data active = inhibition above about 16%, passing the limit was not always enough; inconclusive = no clear call, values can overlap the other calls; also: strong numbers were not always called active
Cneo AK release – Cryptococcus neoformans lysis via adenylate kinase release | lysis activity, % at 15 µM | C. neoformans lysis, adenylate kinase release luminescence, 4 h; normalised: neutral wells 0, clomiphene wells 100 | 0.2% of 360,000 active;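 active = mean lysis activity across replicates of at least 80%, whatever share of replicates individually reach that level; inactive = mean lysis activity below 80%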
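Assay system: log-phase C. neoformans yeast / Quantity: yeast cell density of 5 × 10^6 cells/mL / Medium: fresh YPD growth medium / Compound: single dose / Timing: static 4 h at 37 °C with compound, 1 h detection / Measured by: adenylate kinase release luminescence / Read-out: lysis from increased AK signal / Benchmarks: Clomiphene as positive lysis control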
LGR2 antag – blocks bursicon-induced cAMP signaling via Drosophila LGR2. HEK293 LGR2, CRE-luciferase, bursicon-stimulated, 4 h. inhibition, % at 9.99 µM. 0.35% of 380,000 active;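 active = drop in luminescence signal, shown as inhibition above about 50% in the replicate tests, limit read from the data, passing the limit was not always enough; inconclusive = probably only some replicates passing the limit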;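 also: agonist challenge used bursicon conditioned medium at about half maximal strength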
GSIS activator – primary screen for activators of insulin secretion dependent on glucose, INS-1E cells, GLuc reporter luminescence. INS-1E GLuc reporter insulin secretion, 2-3 h. activation, % at 16.6 µM. 0.61% of 370,000 active. AID 743287;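 active = lowest replicate activation of at least 40%, so every replicate reaches that level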;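 also: 0% = median of neutral control wells and 100% = median of IBMX positive control wells; some compounds called inactive have numbers as strong as hits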
PGC1a acetyl inh – PGC1a acetylation modulation, inhibitor mode. 0.17% of 350,000 active. inhibition, % at 15.6 µM. U2OS PGC1a acetylation, AlphaScreen anti-acetyl-lysine; with virally co-expressed GCN5 acetyltransferase;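 active = every replicate shows inhibition of at least 40%; inconclusive = mean inhibition at least 40% but some replicate below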;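 also: 0% = neutral control wells and 100% = positive control wells; some results beyond the cut were filed as inactive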
ARNT TACC3 PPI – disruptors of human ARNT/TACC3 interaction. 0.66% of 390,000 active. AlphaScreen His-ARNT PAS-B/GST-TACC3 binding, luminescence; TACC3 fragment carries E629A point mutation. inhibition, % at 9.99 µM. Q9Y6A5;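 active = mean inhibition of replicates at least 50% and at least half of replicates each reaching 50%; inconclusive = half or more replicates reach 50% but mean below 50%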;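 also: 0% = complete ARNT plus TACC3 wells and 100% = ARNT alone without TACC3; many hits fall short of the cut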
Statin myotox sup – suppressors of simvastatin-induced myotoxicity in C2C12 myotubes; rescue of ATP level, % at 7.49 µM; 0.78% of 330,000 active; ATP luminescence, 48 h; scaled: DMSO 0, geranylgeraniol control 100;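 active = mean ATP rescue above about 67%, or every replicate alone reaching that limit, limit read from the data, passing the limit was not always enough; inconclusive = no clear call, values can overlap the other calls; inactive = mean under the limit and some replicate under it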;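 also: myotubes were challenged with 10 µM simvastatin during compound exposure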
* hit, by the source's call; ? = inconclusive; · = not tested or not shown. An unsorted share of the library (roughly 2.9% active in at least one column).

Molecule	PglD DTNB	GSIS activator	Cneo AK release	PAX8 inh HTS	LGR2 antag	ARNT TACC3 PPI	Statin myotox sup	PGC1a acetyl inh
Cc1cc(=O)[nH]c(SCC(=O)N2CCC(Cc3ccccc3)CC2)n1	·	4	2	11	17	10	-7	-8
C=Cc1cnc([N+](=O)[O-])n1C	-2	-11	-1	0	-15	·	·	·
COc1ccc(C2CC(c3cccs3)=NN2C(=O)CSc2nncs2)cc1OC (stereo not given)	·	3	·	8	-32	5	·	·
N#CCCN(CCC#N)C(=S)NC1CC2C=CC1C2 (stereo not given)	·	-9	·	-3	5	-3	1	-7
C[C@@H]1CN([C@H](C)CO)C(=O)Cc2cc(N(C)C)ccc2O[C@@H]1CN(C)Cc1ccc(C(=O)O)cc1	4	2	-5	0	-6	-5	30	11
COC(=O)c1scc(S(C)(=O)=O)c1-n1cccc1	0	·	2	-4	·	·	·	-3
Cc1ccc2c(c1)-c1c(cnn1CC(=O)O)CO2	-4	3	2	·	-18	-6	92*	2
COc1cccc(-c2ccc3c(c2)[C@@H]2[C@@H](CCN2S(=O)(=O)c2ccccc2OC)[C@H](CO)N3)c1	1	26	62	32	-12	-5	-39	-1
CCC1CCC/C1=N\NC(=O)c1ccc(Cl)cc1 (stereo not given)	·	-17	·	-33	-7	-1	·	·
O=S(=O)(NCC1CCCO1)c1ccc(Oc2ccccc2)cc1 (stereo not given)	0	-3	6	·	·	-8	-11	-1
Cc1ccc(-c2nc(-c3ccncc3)no2)cc1	-3	1	-2	-203	-63	-3	1	·
CCC1CN(C(=O)Nc2ccc(C)cc2)c2cc(C)ccc2O1 (stereo not given)	·	-10	·	-49	-32	-1	·	10
NC(=O)C[C@@H]1NC(=O)[C@H](CCC(=O)O)NC(=O)c2cc([N+](=O)[O-])cc(I)c2OCC[C@@H](C(N)=O)NC1=O	-8	·	-1	·	·	-1	15	4
O=C(O)CSc1c2c(nc3cc(C(=O)N4CCOCC4)ccc13)CCCC2	1	-8	-3	·	14	3	2	9
CC(=O)Nc1ccc(SCC(=O)c2cc(C)n(-c3ccccc3F)c2C)cc1	0	-13	-8	-36	18	0	·	·
Cc1cc(C(=O)CSc2nn3c(=O)c(C(C)(C)C)nnc3s2)c(C)n1C	·	12	·	9	7	4	·	·
CCc1nc(C)cn1S(=O)(=O)c1cc(Br)c(C)cc1OC	4	16	1	·	-3	1	-2	0
C/C(=N\NC(=O)C1(C)CC1(Br)Br)c1cccc(NC(=O)c2ccc(C)o2)c1 (stereo not given)	-2	-2	0	-20	2	4	-42	-15
CC(C)(C)NC(=O)NC(=O)COC(=O)CNC(=O)C1CCCCC1	·	9	·	9	15	-1	·	·
CO[C@H]1CN(C)C(=O)c2cc(NC(=O)Cc3ccccc3)ccc2OC[C@@H](C)N(C)C[C@@H]1C	3	8	0	0	-6	-3	0	·
C[C@H]1CN([C@@H](C)CO)S(=O)(=O)c2ccc(-c3ccncc3)cc2O[C@H]1CN(C)Cc1cncnc1	2	23	-3	3	-4	-7	-27	-2
CCCC(=O)Nc1ccc2c(c1)C(=O)N(C)C[C@H](OC)[C@H](C)CN(Cc1ccc(-c3ccccn3)cc1)[C@@H](C)CO2	0	-25	0	25	18	2	18	2
CCC(=O)N[C@H]1CC[C@H](CCn2cc(-c3cccc(OC)c3)nn2)O[C@H]1CO	-1	7	-2	-9	1	-7	-2	1
O=C(NCc1ccncc1)C12CC3CC(CC(C3)C1)C2	2	·	5	·	·	-7	0	·
Cc1noc(C)c1S(=O)(=O)Nc1ccc2c(c1)CC(=O)N([C@H](C)CO)C[C@@H](C)[C@H](CN(C)S(=O)(=O)c1ccc(Cl)cc1)O2	-5	-1	-2	-7	-5	·	-18	-1
COc1ccc2sc(/C=C/c3ccccc3O)[n+](C)c2c1	·	2	·	-2	-8	6	·	10
COc1ccccc1OCC(=O)NCc1ccco1	-8	·	1	-29	·	-4	-1	·
Cc1cc(OC(C)C(=O)N2CCN(c3ccc(F)cc3)CC2)c2c(C)cc(=O)oc2c1 (stereo not given)	·	10	·	-3	3	-8	1	9
Cc1cc(=O)oc(C)c1C(=O)N1CCN(Cc2ccc3c(c2)OCO3)CC1	-3	·	0	·	·	-4	6	11
C[C@@H]1CN([C@H](C)CO)S(=O)(=O)c2ccc(-c3cccnc3)cc2O[C@H]1CN(C)C(=O)C1CC1	·	3	·	·	-10	·	-41	5
O=C(CCn1ccc2cc(S(=O)(=O)N3CCCC3)ccc21)NCc1ccccc1	4	-20	0	4	·	-4	-1	-7
Cc1ccc2ccccc2c1CSc1nc(N)nc2c1ncn2CC(C)C	·	-46	·	16	0	-5	·	-14
O=C(Cc1ccccc1)NNC(=S)NC(=O)c1cccs1	2	-3	2	7	-28	·	·	7
CC(C)(C)OC(=O)N[C@@H](C(=O)OC(C)(C)C)c1ccc2c(c1)OCO2	0	-12	3	-7	-2	4	-3	-24
Cc1cc(=O)cc(C)n1-c1ccc(F)cc1F	·	-2	·	-2	5	-6	·	·
CN(C)C(=O)N(CCCN1CCOCC1)Cc1cccc2ccccc12	1	12	0	1	15	·	·	5
Cc1ccc(CNC(=O)c2[nH]c(C(F)(F)F)nc2-c2ccccc2)cc1	12	-30	1	6	28	·	13	0
COc1ccc(/C=C2\CCc3ccccc3C2=O)c(OC)c1OC	-9	·	-2	-35	-31	10	·	-1
CN1[C@H](C(=O)NCCN2CCCCC2)[C@@H](CO)[C@@H]2Cn3c(ccc(-c4ccc(F)cc4)c3=O)[C@@H]21	-5	18	-2	-3	-15	-7	3	0
CCCNC(=O)Cn1c(=O)/c(=C/c2ccc(-c3cccc([N+](=O)[O-])c3)o2)s/c1=C\C(=O)C(C)(C)C	-1	·	5	3	-17	-7	-21	-6
CCN(CC)CCC(c1cc(OC)c(OC)c(OC)c1)c1c(OC)cc(OC)c2ccc(=O)oc12 (stereo not given)	0	-8	3	17	19	5	4	·
COc1ccc([C@H]2C[C@@H](O)[C@H](n3cc(-c4ccc(F)cc4)nn3)CN2CC2CCCCC2)cc1	-3	0	0	-3	13	·	39	7
CCOC(=O)COc1ccc(S(=O)(=O)NC2CC2)cc1	-1	13	-1	2	0	-10	9	·
C[C@H]1CN([C@@H](C)CO)C(=O)c2cc(NS(=O)(=O)c3cccs3)ccc2O[C@H]1CN(C)Cc1ccc(Cl)c(Cl)c1	3	-20	0	17	9	·	?	1
Cc1ccc(S(=O)(=O)N2Cc3ccccc3CC2C(N)=O)cc1 (stereo not given)	-7	2	0	12	3	·	-6	·
COc1cccc2sc3cc(NCc4ccc5c(c4)OCO5)ccc3c(=O)c12	-4	0	0	-14	-40	8	22	-1
O=C(c1cccc(S(=O)(=O)Nc2ccc(F)cc2)c1)N1CCCC1	5	21	-1	-4	2	-4	0	·
C[C@@H]1CN([C@H](C)CO)C(=O)c2cc(/C=C/c3ccccc3)cnc2O[C@@H]1CN(C)S(=O)(=O)c1ccccc1F	11	-17	1	-11	4	-6	1	6
COc1cc(/C=C/C(=O)OCC(=O)N2CCCCCC2)cc(OC)c1OC	1	·	0	-9	·	·	-6	3
C/C(=N\O)c1ccccc1C(=O)O	0	15	10	·	21	3	-17	6
COCC#Cc1ccc([C@@H]2[C@@H](CO)N3CCCCN(C(=O)Nc4cc(F)ccc4F)C[C@@H]23)cc1	14	-4	-1	-19	-5	-5	-19	0
C[C@H]1CN([C@@H](C)CO)C(=O)CCCn2nncc2CO[C@H]1CN(C)C(=O)Nc1cccc(C(F)(F)F)c1	0	-10	-2	-5	-9	-5	-4	-6

6 entries from above, ordered by SMILES length, descending.
Molecule	PglD DTNB	GSIS activator	Cneo AK release	PAX8 inh HTS	LGR2 antag	ARNT TACC3 PPI	Statin myotox sup	PGC1a acetyl inh
C[C@H]1CN([C@@H](C)CO)C(=O)c2cc(NS(=O)(=O)c3cccs3)ccc2O[C@H]1CN(C)Cc1ccc(Cl)c(Cl)c1	3	-20	0	17	9	·	?	1
C[C@@H]1CN([C@H](C)CO)C(=O)c2cc(/C=C/c3ccccc3)cnc2O[C@@H]1CN(C)S(=O)(=O)c1ccccc1F	11	-17	1	-11	4	-6	1	6
COCC#Cc1ccc([C@@H]2[C@@H](CO)N3CCCCN(C(=O)Nc4cc(F)ccc4F)C[C@@H]23)cc1	14	-4	-1	-19	-5	-5	-19	0
COc1cccc2sc3cc(NCc4ccc5c(c4)OCO5)ccc3c(=O)c12	-4	0	0	-14	-40	8	22	-1
COc1cc(/C=C/C(=O)OCC(=O)N2CCCCCC2)cc(OC)c1OC	1	·	0	-9	·	·	-6	3
Cc1ccc(S(=O)(=O)N2Cc3ccccc3CC2C(N)=O)cc1 (stereo not given)	-7	2	0	12	3	·	-6	·

Assay outcomes: PubChem BioAssay, Broad Institute
